MEKK2mut PB1 HTS: signal of MEK5 binding to mutant human MEKK2 PB1 domain; percent response, % at 10 µM; hit rate 0.35% among 290,000; bead flow cytometry, Alexa488-MEK5 binding to MEKK2 mutant; AID 1530; in the data active means percent response above about 24%, passing the limit was not always enough; further: inactives centre near 1; some results filed as inactive read as strong as hits
NALP1 inh: NALP1 inhibition; S. cerevisiae NALP1/ASC/caspase-1 growth, X-gal OD620, 72 h; inhibition, % at 10 µM; hit rate 0.61% among 280,000; AID 2071; in the data active means inhibition mostly above about 24%, no sharp cut-off; inactive means mostly below about 32%; further: some compounds called inactive have numbers as strong as hits
MEKK2wt PB1 HTS: raises or lowers MEK5 binding to wildtype human MEKK2 PB1 domain. bead flow cytometry, Alexa488-MEK5 binding to MEKK2 WT; actives lie on both sides. AID 1531. binding response (% of control), % at 10 µM. Q9Y2U5. hit rate 1.1% among 290,000; in the data active means binding response below about 67% or above about 130%
V1R ag counter: activates human V1a receptor in oxytocin agonist counter-screen; P37288; CHO-V1R cells, Fluo-8 calcium fluorescence, agonist mode; 0% DMSO, 100% 3 nM vasopressin; activation, % at 3 µM; hit rate 0.25% among 320,000; AID 2797;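 active means activation above the mean activation of all tested compounds plus 3 SD, per screening run, cut at about 20% in these data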;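 further: signal is peak over basal fluorescence ratio across a 100 second FLIPR read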
M18AAP inhibitor: PfM18AAP enzyme inhibition | recombinant PfM18AAP, H-Glu-NHMec fluorogenic cleavage | inhibition, % at 7.35 µM | hit rate 1.2% among 290,000;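 active means inhibition above the campaign mean inhibition over all tested compounds plus 3 SD, cut at about 28% in these data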;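 further: 0% = plate median of test compound wells and 100% = 2 mM ZnCl2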
GPR7 antag: human neuropeptides B/W receptor 1 antagonism. P48145. GPR7-expressing cells, fluorescence antagonist assay. inhibition, % at 4.4 µM. hit rate 1.1% among 290,000. AID 1861; in the data active means inhibition above about 16%, passing the limit was not always enough;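 further: cells stimulated with the agonist NPW; 0% = agonist with vehicle and 100% = vehicle without agonist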
Target sequence (P48145 whole entry, looked up): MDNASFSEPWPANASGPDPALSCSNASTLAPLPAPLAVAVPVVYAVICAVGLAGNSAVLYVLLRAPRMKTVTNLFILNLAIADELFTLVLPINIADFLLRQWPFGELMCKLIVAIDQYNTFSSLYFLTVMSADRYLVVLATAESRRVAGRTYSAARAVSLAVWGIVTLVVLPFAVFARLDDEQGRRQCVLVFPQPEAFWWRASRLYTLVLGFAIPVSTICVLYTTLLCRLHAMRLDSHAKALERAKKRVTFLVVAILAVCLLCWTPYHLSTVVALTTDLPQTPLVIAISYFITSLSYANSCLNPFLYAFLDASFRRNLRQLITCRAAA
OXTR potentiator: potentiates the human oxytocin receptor response; AID 2445; hit rate 0.061% among 320,000; CHO-OTR cells, Fluo-8 calcium fluorescence, potentiator mode; 0% = oxytocin EC15, 100% = EC100; activation, % at 3 µM;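 active means activation above that plate's cutoff, the mean activation of tested compounds plus 3 SD, cut at about 6.6% in these data, passing the limit was not always enough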;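 further: 100% uses oxytocin at 75 nM as the full agonist control; some results filed as inactive read as strong as hits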
Target sequence (P30559 whole entry, looked up): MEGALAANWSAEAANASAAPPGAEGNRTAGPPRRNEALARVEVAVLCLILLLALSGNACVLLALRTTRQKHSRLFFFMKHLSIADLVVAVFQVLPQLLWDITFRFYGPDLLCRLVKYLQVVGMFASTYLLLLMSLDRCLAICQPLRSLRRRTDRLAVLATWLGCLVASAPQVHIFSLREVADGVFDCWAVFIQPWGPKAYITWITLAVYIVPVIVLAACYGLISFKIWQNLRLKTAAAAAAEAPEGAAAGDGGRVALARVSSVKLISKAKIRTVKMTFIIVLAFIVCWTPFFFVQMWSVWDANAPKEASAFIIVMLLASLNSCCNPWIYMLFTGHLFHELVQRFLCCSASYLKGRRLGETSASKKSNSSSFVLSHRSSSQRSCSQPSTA
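Assay system: CHO cell line stably expressing human OTR. Reagent: EC15 oxytocin agonist. Dosing: single dose, 3.0 µM nominal final compound concentration. Timing: compound 6 min at room temperature before oxytocin, 100 s read. Signal: kinetic Fluo-8 calcium fluorescence. Controls: oxytocin EC15 low and EC100 high.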
OXTR ag: activates the human oxytocin receptor. P30559. CHO-OTR cells, Fluo-8 calcium fluorescence; normalized: DMSO 0%, oxytocin 100%. activation, % at 3 µM. hit rate 0.32% among 320,000. AID 2435;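 active means activation above the mean of all tested compounds plus 3 SD, cutoff set per screening run, cut at about 20% in these data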;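 further: peak over basal fluorescence ratio from a 100 s FLIPR kinetic read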
GalR3 antagonist: blocks the human galanin receptor 3 | inhibition, % at 3 µM | HEK293 GalR3-CNG cAMP membrane potential fluorescence; galR3 body fused to GalR1 C-terminus | hit rate 0.44% among 360,000 | O60755;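 active means inhibition above the screen-wide average plus 3 SD, cut at about 13% in these data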;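 further: forskolin and galanin both at EC90 stimulate the cells; cAMP rise reported by CNG channel membrane potential dye signal; 0% = forskolin plus galanin with DMSO and 100% = forskolin alone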
Target sequence (O60755 1-299 limits assumed): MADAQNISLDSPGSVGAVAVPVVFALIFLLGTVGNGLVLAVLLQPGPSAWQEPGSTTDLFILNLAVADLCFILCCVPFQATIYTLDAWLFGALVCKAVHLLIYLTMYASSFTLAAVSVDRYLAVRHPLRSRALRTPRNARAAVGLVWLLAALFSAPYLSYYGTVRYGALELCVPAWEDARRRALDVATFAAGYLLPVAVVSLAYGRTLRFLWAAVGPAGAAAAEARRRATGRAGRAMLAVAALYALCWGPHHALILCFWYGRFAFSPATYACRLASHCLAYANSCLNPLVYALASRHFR
The depositor's hits bear a star; nt = not tested or not shown.

Each structure is followed by: OXTR ag	GalR3 antagonist	MEKK2wt PB1 HTS	NALP1 inh	OXTR potentiator	MEKK2mut PB1 HTS	V1R ag counter	GPR7 antag	M18AAP inhibitor
COc1ccc(NC(=S)NCc2cccn2C)cc1
    2.5	-6	99	10	-4	1	4.9	-2	6
CCOc1ccccc1C(=O)NCC(=O)OCC(=O)NCCc1ccc(S(N)(=O)=O)cc1
    0.4	-2	100	0	-6	1	1.5	0	-7
CC1(C)CC2CC(C)(CN2C(=O)c2cccs2)C1 (configuration not stated)
    -1.8	-2	98	8	-10	-2	-0.4	-13	7
CC(C)OC(=O)C1C(=O)CC(C)(O)C(C(=O)OC(C)C)C1c1cccnc1 (configuration not stated)
    -0.1	-3	94	6	2	-6	-0.6	-8	9
C/C(CC(=O)Nc1ccccc1C#N)=N\NC(=O)c1ccncc1
    0.1	-10	99	3	-5	-7	6.6	6	37*
S=c1[nH]nc(COc2ccccc2)n1/N=C/c1ccco1
    -0.5	-1	108	-38	2	5	0.1	-10	28*
CCN1C(=O)/C(=C/C2=Cc3ccccc3OC2C)SC1=S (configuration not stated)
    1.1	-3	84	nt	-8	0	0.7	-11	3
CCOC(=O)CSc1nnc(CCCCCN2C(=O)c3cccc4cccc(c34)C2=O)o1
    -1.2	-1	91	26	-10	-2	-0.9	1	0
CCOC(=O)N1CCN(C(=O)c2sc3nc(-c4ccc(F)cc4)cn3c2C)CC1
    -0.3	-4	nt	-2	-5	nt	1.4	-16	4
CCCCn1nnnc1SCC(=O)NNC(=O)c1ccco1
    0.5	-6	101	-1	-14	2	1.2	2	3
CC1Sc2ccc(S(=O)(=O)NCc3ccccc3)cc2NC1=O (configuration not stated)
    2.7	-7	105	21	-9	6	5.2	-6	6
COc1ccc2cc(C(=O)N3CCN(c4ccccc4F)CC3)[nH]c2c1
    nt	0	94	2	nt	4	nt	-14	11
O=C(NC1CCCN(Cc2ccc(Cl)cc2)C1)c1ccccc1-c1ncc[nH]1 (configuration not stated)
    nt	-1	108	14	nt	7	nt	-5	6
Cc1cc(=O)[nH]c(SCC(=O)Nc2ccc3c(c2)OCCO3)n1
    -0.4	-5	96	-3	-10	-10	1.5	11	19
COC(=O)c1ccccc1NC(=O)c1cc(C)no1
    -1.3	-9	103	7	-6	3	0.1	6	-5
COc1ccc(C(=O)NCCc2ccccn2)cc1S(=O)(=O)Nc1ccc(Br)cc1
    3.6	-3	nt	nt	-5	nt	3.5	nt	nt
Cc1nc(NC(=O)CSc2nnc(-c3ccncc3)n2C)sc1C
    0.3	-11	97	3	-7	0	0.7	-12	4
CCOC(=O)N/N=C(C)/C=C/c1ccccc1
    -1.5	-5	130	38	-6	24	0.5	-5	-5
Cc1cc(C(=O)NNC2CC(=O)N(c3ccc4ccccc4c3)C2=O)c(C)o1 (configuration not stated)
    -0.1	9	nt	-9	-7	nt	-0.5	1	2
Cc1cc2c(cc1S(=O)(=O)N1CCCCC1)OCC(=O)N2
    0.3	nt	105	7	-1	2	1.2	-1	-4
Cc1cccc(N2CCN(C(=O)NC(C)c3ccc(F)c(F)c3)CC2)c1C (configuration not stated)
    -1.6	-6	102	7	-15	4	0.8	-5	0
Cc1cccc(NC(=O)CN2C(=O)S/C(=C\C(=O)Nc3ccc(Cl)cc3)C2=O)c1
    1.2	0	111	8	4	0	-0.1	-1	-6
O=C(CSc1nc2ccsc2c(=O)n1Cc1ccccc1)NCc1ccco1
    -1.4	-5	103	25	-6	4	0.3	-10	5
O=S(=O)(c1cc(Cl)ccc1Cl)N1CCN2CCCC2C1 (configuration not stated)
    -0.4	-12	98	11	-3	5	0.2	-12	-10
Fc1ccc(-c2nnc(NC3=NCCCCC3)o2)cc1
    -0.7	-6	104	11	-8	2	7.3	-17	8
COC1(OC)C(/C=C/c2ccc(Cl)cc2)C(C#N)(C#N)C1(OC)OC (configuration not stated)
    -0.8	-2	103	8	-19	2	1.4	14	8
Cn1nnnc1NCc1cccc(Cl)c1
    1.2	-4	115	15	6	0	0.6	-2	-5
Cc1ccc2cc(CN(CC3CCCO3)C(=O)c3cccs3)c(=O)[nH]c2c1 (configuration not stated)
    4.9	-7	97	7	-3	-3	1.0	-8	-11
CSc1sc(C)cc1C=O
    -0.6	-5	105	-17	-3	-1	-0.7	0	0
COc1ccccc1N1CCN(C(=O)c2cc3cc(C)ccc3[nH]2)CC1
    0.6	5	105	19	-6	0	0.3	-2	5
Cc1cccc(NC(=O)C2CC(=O)N(Cc3ccccc3)C2)n1 (configuration not stated)
    0.4	0	nt	nt	5	nt	0.3	nt	nt
COc1ccc(N2CC(O)=C(c3nc(-c4ccccc4)cs3)C2=N)cc1
    -0.3	-5	103	nt	-5	0	0.6	6	-2
Cn1ncc(Cl)c1C(=O)Nc1nc2ccc(Cl)cc2s1
    6.1	-3	97	28	-10	-4	3.9	-6	2
CC(c1ccccc1)N1CC(C(=O)O)CC1=O (configuration not stated)
    0.7	-5	102	17	-4	1	1.0	-14	-12
O=C(Oc1ccccc1N1C(=O)C2CCCCC2C1=O)c1ccc(Cl)cc1 (configuration not stated)
    -2.3	1	97	11	2	5	-1.1	1	11
Cc1ccc(S(=O)(=O)N2CCCCC2)cc1NC(=O)CCc1nc2ccccc2c(=O)[nH]1
    -0.4	-3	nt	nt	-5	nt	-1.2	nt	nt
COc1cccc(N2C(=O)N(c3ccccc3Cl)C3CS(=O)(=O)CC32)c1 (configuration not stated)
    1.1	-3	103	-8	0	-1	0.2	-8	4
O=C(c1ccccc1F)N1CCN(CC2CC3C=CC2C3)CC1 (configuration not stated)
    -1.2	-2	106	-7	-14	4	0.7	-6	4
CCOc1ccc2nc(N(CCN(C)C)C(=O)c3cc4ccccc4cc3OC)sc2c1
    1.5	nt	137*	31	1	21	1.9	12	-5
O=C(NC1(C(F)(F)F)C(=O)Nc2c1c(=O)[nH]c(=O)n2Cc1ccccc1)c1ccco1 (configuration not stated)
    1.3	-5	106	14	2	6	1.2	-8	1
S=C(N/N=C/c1cccs1)NC1CC2CCC1C2 (configuration not stated)
    -2.5	-6	98	-1	-19	0	-1.3	-25	15
CCN(CC)CCNCC(=O)N1c2ccccc2CCc2ccc(NC(=O)OC)cc21
    -0.4	-10	108	18	-7	18	0.2	-2	-5
O=C(CCC(=O)c1ccc(Br)cc1)Nc1cccc(C(F)(F)F)c1
    -1.3	-4	100	6	-4	-1	-0.1	-1	-8
CCN(CC)CCn1c(=O)n(-c2ccc(Cl)cc2)c(=O)c2c3c(sc21)CN(C)CC3
    0.6	-3	106	nt	-7	4	-0.2	-4	18
O=C(C1CCCCC1)N(CCN1CCCC1)c1nc2ccccc2s1
    -0.6	0	111	12	1	-2	0.5	11	-2
O=C(O)CCCN=CC1=C(O)CNC1=O
    -0.6	-3	102	-4	-9	0	-0.5	-14	-10
Nc1c(S(=O)(=O)c2ccccc2)c2nc3ccccc3nc2n1/N=C/c1cccc(O)c1
    1.3	0	98	10	-4	0	1.7	-9	-1
Cc1ccc2nc(NC(=O)CSc3nc(=O)n(CCN(C)C)c4c3CCCC4)sc2c1
    1.4	-4	nt	nt	-10	nt	0.1	nt	nt
COc1cccc(NC(=O)CN2C(=O)CSc3nc(C)cc(C)c32)c1
    -0.4	nt	107	4	-3	5	-0.8	-2	1
N/C(=N\O)c1cccc(CS(=O)(=O)c2ccccn2)c1
    -0.4	6	102	-9	0	3	-0.1	-9	2
CCOc1cc(C(=S)N2CCOCC2)ccc1O
    0.1	-3	94	-2	1	-9	4.5	4	18
Cc1ccc(CSc2nnc(-c3ccncc3)n2N)cc1
    -0.8	-1	107	21	-11	5	0.0	9	-4
COc1ccc(CCN2CC(C(=O)NCCc3cccc(F)c3)CCC2=O)cc1 (configuration not stated)
    nt	-8	100	3	nt	-1	nt	11	-2
O=C1N(c2ccccc2C(F)(F)F)O[C@@]1(c1ccccc1)C1CCCC1
    0.4	-5	nt	nt	-3	nt	-0.1	nt	nt
CC1=C/C(=C(\c2cc(C)c(O)c(Br)c2)c2ccccc2S(=O)(=O)O)C=C(Br)C1=O
    0.1	-9	97	4	-2	7	-1.1	-8	1
Cn1nc(/C=C/c2ccccc2)ccc1=O
    0.0	-6	84	0	-6	-13	1.6	0	5
CCc1ccc(-c2cc(C)no2)cc1S(=O)(=O)N1CC(=O)Nc2ccccc21
    0.4	-1	102	-2	-11	11	3.9	28	6
Cc1c(C(=O)O)oc2ccc(S(=O)(=O)NCCC3=CCCCC3)cc12
    0.3	-6	106	-86	7	3	1.0	-10	-7
CNC(=O)c1sc(Nc2cc(C)ccc2C)nc1C
    -1.5	-4	92	4	-1	4	2.0	-6	-14
O=C(CN(c1ccccc1)S(=O)(=O)c1ccccc1)NCCSCc1ccco1
    -0.5	0	109	9	-8	5	-0.3	-7	-2

Some values from the results shown:
Value for `COc1ccc(CCN2CC(C(=O)NCCc3cccc(F)c3)CCC2=O)cc1` (configuration not stated) under M18AAP inhibitor: -2
Value for `O=C(C1CCCCC1)N(CCN1CCCC1)c1nc2ccccc2s1` under MEKK2mut PB1 HTS: -2

Later entries
Each structure is followed by: OXTR ag	GalR3 antagonist	MEKK2wt PB1 HTS	NALP1 inh	OXTR potentiator	MEKK2mut PB1 HTS	V1R ag counter	GPR7 antag	M18AAP inhibitor
Cc1sc(NC(=O)CCCC(=O)O)c(C(N)=O)c1-c1ccccc1
    0.0	-3	102	20	2	1	0.9	-10	12
COc1ccc(/C=N/NC(=O)c2cccnc2)cc1
    -0.1	-11	105	34	-11	-4	0.9	19	11
COc1ccc(NC(=O)Cn2nnc(C(=O)NCc3ccc4c(c3)OCO4)c2N)cc1
    0.9	1	99	12	-9	2	0.3	-5	-2
N#C/C(=C(\O)CCl)c1nnc2n1CCCCC2
    0.4	-6	106	-16	-20	7	0.8	-20	-3
CCC(=O)NNC(=O)CCC(=O)Nc1ccccc1
    nt	-4	nt	9	nt	nt	nt	0	-3
COC(=O)c1cc(=O)c2c([N+](=O)[O-])ccc(OC)c2o1
    0.2	0	96	20	-8	-2	-0.3	-12	-3
COCCOC(=O)C1=C(C)N(Cc2ccccc2)C(=O)NC1c1ccc(OC)cc1 (configuration not stated)
    -1.3	4	102	-6	-16	-2	0.3	2	4
COc1ccc(-c2cn(-c3ccc(C)c(Cl)c3)c(=S)[nH]2)cc1OC
    -0.8	41*	95	-2	-2	-14	2.5	-3	22
N#Cc1cc(Br)ccc1N=C1CCCN1c1ccccc1
    -1.4	-1	96	23	-2	-2	-0.6	-4	-4
CCOC(=O)c1n[nH]n2c1nc(=O)c1ccccc12
    nt	-6	103	-10	nt	2	nt	-20	3
CCOCCCNC(=O)c1ccccc1Br
    0.5	-4	94	0	-1	0	-0.2	0	1
CC(CC(=O)N1CCN(S(=O)(=O)c2ccccc2)CC1)n1cncn1 (configuration not stated)
    0.1	-7	102	12	0	9	0.8	-9	-8
O=C(CSc1nnc(Cc2cc(=O)[nH]c(=O)[nH]2)n1-c1ccccc1)NCC1CCCO1 (configuration not stated)
    0.0	-2	97	35	-3	2	0.0	-15	4
CN(C)c1ccc(C(=S)N2CCCCC2)cc1Br
    -2.0	-1	99	1	-2	-1	0.0	-2	-4
